APOBEC3A inh = human APOBEC3A DNA deaminase inhibition; recombinant A3A, FAM/TAMRA ssDNA deamination fluorescence; inhibition, % at 20 µM; 330,000 compounds, 0.41% hits; AID 493011;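 active means at least 40% inhibition at 20 µM here, with at most 30% in a related deaminase screen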;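 further: plate controls were A3A with DMSO for no effect and wells lacking A3A enzyme for full effect; some results filed as inactive read as strong as hits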
Target sequence (P31941 whole entry, looked up): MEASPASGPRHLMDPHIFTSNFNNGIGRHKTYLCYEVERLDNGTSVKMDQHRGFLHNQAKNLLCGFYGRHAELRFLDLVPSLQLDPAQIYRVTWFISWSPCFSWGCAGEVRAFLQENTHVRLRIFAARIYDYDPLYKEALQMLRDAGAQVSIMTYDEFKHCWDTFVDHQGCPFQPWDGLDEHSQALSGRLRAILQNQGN
ATG4B inh = ATG4B (human) cysteine protease inhibition. 340,000 compounds, 0.51% hits. AID 504462. Q9Y4P1. inhibition, % at 8.33 µM. ATG4B cleavage of LC3-PLA2, NBD-HPC fluorescence, 1 h; in the data active means inhibition above about 40%
Target sequence (Q9Y4P1 whole entry, looked up): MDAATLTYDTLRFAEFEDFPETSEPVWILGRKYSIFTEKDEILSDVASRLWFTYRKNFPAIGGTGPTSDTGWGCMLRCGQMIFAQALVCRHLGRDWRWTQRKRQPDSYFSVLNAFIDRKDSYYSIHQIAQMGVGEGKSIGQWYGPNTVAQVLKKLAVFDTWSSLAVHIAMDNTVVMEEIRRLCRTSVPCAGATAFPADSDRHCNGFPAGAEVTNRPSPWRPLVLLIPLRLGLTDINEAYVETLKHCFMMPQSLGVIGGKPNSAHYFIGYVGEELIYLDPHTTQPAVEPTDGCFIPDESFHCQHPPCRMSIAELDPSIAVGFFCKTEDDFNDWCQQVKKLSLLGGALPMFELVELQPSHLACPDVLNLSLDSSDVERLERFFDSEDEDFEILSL
MPTP inh = permeability transition pore inhibition; isolated mouse mitochondria, Ca2+ swelling absorbance, 30 min; inhibition, % at 10 µM; 360,000 compounds, 1.4% hits;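 active means inhibition of 50% or more, scaled per plate between neutral and stimulator controls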;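 further: 0% = DMSO wells given calcium and 100% = 1 mM EGTA wells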
hIAP block = blocks human intestinal alkaline phosphatase; purified IAP, CDP-Star luminescence, 30 min; inhibition, % at 10 µM; 330,000 compounds, 0.12% hits; AID 2544;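 active means inhibition reaching a set limit with compound at 10 µM in the primary screen, cut at about 35% in these data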;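 further: plate controls were DMSO wells with enzyme for no effect and no-enzyme buffer wells for full effect; values of inactives mirror those of a sister screen read the other way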
Target sequence (P09923 whole entry, looked up): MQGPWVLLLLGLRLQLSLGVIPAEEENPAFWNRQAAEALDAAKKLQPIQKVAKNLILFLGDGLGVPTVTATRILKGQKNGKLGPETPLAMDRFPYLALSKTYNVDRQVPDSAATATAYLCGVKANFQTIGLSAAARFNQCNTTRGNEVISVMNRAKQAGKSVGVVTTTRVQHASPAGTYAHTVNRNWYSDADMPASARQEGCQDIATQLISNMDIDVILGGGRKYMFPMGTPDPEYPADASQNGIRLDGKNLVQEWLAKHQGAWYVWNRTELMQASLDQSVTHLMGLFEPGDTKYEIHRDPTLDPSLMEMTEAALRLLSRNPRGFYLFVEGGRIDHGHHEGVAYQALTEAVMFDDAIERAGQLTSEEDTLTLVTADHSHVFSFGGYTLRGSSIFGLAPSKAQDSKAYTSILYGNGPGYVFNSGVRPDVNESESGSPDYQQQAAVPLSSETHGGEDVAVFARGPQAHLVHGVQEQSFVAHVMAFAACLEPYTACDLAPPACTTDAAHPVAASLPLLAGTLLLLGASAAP
APOBEC3G inh = blocks human APOBEC3G single-stranded DNA deamination. Q9HC16. inhibition, % at 20 µM. 330,000 compounds, 0.28% hits. AID 493012. recombinant A3G, ssDNA deamination FAM/TAMRA fluorescence;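 active means inhibition of at least 40% at 20 µM, with no more than 30% in the related APOBEC3A deaminase screen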;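 further: plate controls were DMSO wells with A3G for no effect and wells lacking A3G enzyme for full effect; some compounds called inactive have numbers as strong as hits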
beta cell repl = MIN6 beta-cell proliferation induction | 330,000 compounds, 0.29% hits | MIN6 cells proliferation, ATPlite luminescence, 48 h; cells starved in 0.2% serum; 100% = growth in 10% serum | proliferation, % at 10 µM;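 active means compounds whose signal lies at least 3.5 SD above the mean of all wells on their plate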;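 further: 0% = DMSO-treated cells in low-serum medium and 100% = 10% serum control; some compounds called inactive have numbers as strong as hits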
mIAP act = mouse IAP activation. muIAP, CDP-Star luminescence, 30 min; hits give high values; 1 = vehicle-only enzyme signal, 0 = enzyme-free wells. activation factor at 10 µM. 330,000 compounds, 0.24% hits. AID 2805;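 active means activation factor of at least 2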; further: the source names both 10 and 20 µM as test concentration; values of inactives mirror those of a sister screen read the other way
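Assay system: mouse IAP enzyme; Reagent: CDP-Star chemiluminescent phosphatase substrate; Compound: DMSO-dissolved test compounds; Incubation: 30 min, room temperature; Technique: luminescence from enzymatic CDP-Star hydrolysis; Controls: DMSO-only wells and no-enzyme negative control.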
hIAP act = human IAP activation; activation factor at 10 µM; purified human IAP, CDP-Star luminescence, 30 min; hits give high values; 1 = vehicle-only enzyme, 0 = enzyme-free background; P09923; AID 2524; 330,000 compounds, 0.16% hits;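 active means activation factor of the enzyme at least 2-fold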; further: the source names both 10 and 20 µM as test concentration; values of inactives mirror those of a sister screen read the other way
mIAP inh = mouse IAP inhibition | purified mouse IAP, CDP-Star luminescence, 30 min | inhibition, % at 10 µM | 330,000 compounds, 0.2% hits;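 active means inhibition of at least 40% at 10 µM in the primary screen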;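 further: plate controls were DMSO with enzyme for no effect and no enzyme wells for full effect; values of inactives mirror those of a sister screen read the other way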
Numbers without * were called inactive; . = not tested or not shown. Rows were taken by chance; about 3.3% have a hit in one of these screens.

SMILES | APOBEC3A inh | ATG4B inh | MPTP inh | hIAP block | APOBEC3G inh | beta cell repl | mIAP act | hIAP act | mIAP inh
O=C(Nc1cccc(Cl)c1)/C(=C\c1cccnc1)NC(=O)c1ccco1 | -1 | 0 | -0.5 | -15 | -11 | -3 | 0.94 | 1.1 | 6
Cc1ccccc1Cn1c(=O)n(CCC(=O)NCc2ccc3c(c2)OCO3)c(=O)c2ccccc21 | 0 | -12 | 1.2 | -2 | -4 | -4 | 1 | 1 | -2
COc1cc(C(=O)N2C[C@@H]3CCC[C@H]2C3)ccc1OC1CCN(C(C)=O)CC1 | 0 | -6 | -1.2 | -8 | -1 | 1 | 0.99 | 1.1 | 1
COc1cc(OC)cc(C(=O)NNC(=O)C2CCCC2)c1 | -1 | -4 | -1.2 | -11 | -1 | 1 | 1 | 1.1 | -2
COc1ccc(CCN=C(N)NS(=O)(=O)c2cc(F)ccc2OC)cc1 | 0 | -8 | 1.4 | -5 | 0 | 0 | 1 | 1.1 | -3
O=C(Cc1ccc(Cl)cc1)Nc1ccc(Br)cn1 | -2 | -2 | 3.1 | -7 | -8 | -4 | 0.95 | 1.1 | 5
Cc1cc(C)c(OCCCON2C(=O)CCC2=O)c(Br)c1 | -1 | -8 | -1.0 | -12 | -2 | -1 | 1.1 | 1.1 | -7
CCCn1c(SCC(=O)NNC(=O)c2ccccc2)nnc1-c1cccnc1 | 0 | -6 | 0.8 | -19 | -2 | -2 | 0.96 | 1.2 | 4
O=C(N/N=C/c1c(O)n(-c2ccc(Cl)cn2)c(=O)c2ccccc12)c1ccncc1 | -5 | 11 | -1.9 | -82 | -11 | 3 | 0.92 | 1.8 | 8
CCCN1C(=O)c2cc(C(=O)Nc3cccc(C(C)=O)c3)ccc2C1Nc1cccc(C(C)=O)c1 (stereo not given) | -3 | -16 | 3.6 | 5 | -1 | -2 | 1 | 0.95 | -4
C=C(C)c1cccc(C(C)(C)NC(=O)Nc2ncccn2)c1 | 3 | -4 | -0.5 | 2 | 11 | -2 | 0.89 | 0.98 | 11
O=C(COCc1nc2ccccc2c(=O)[nH]1)NCC1CCCCC1 | -4 | 1 | 0.1 | -22 | -3 | 1 | 0.92 | 1.2 | 8
Cc1cccc(OCCSCc2nc3ccccc3[nH]2)c1 | 0 | 3 | 1.8 | -3 | -6 | -3 | 1.1 | 1 | -10
COc1ccccc1NC(=O)Nc1cc(NC(=O)Nc2ccccc2OC)c(C)nc1C | 1 | -15 | 0.3 | 16 | 1 | 0 | 1.2 | 0.84 | -16
Cc1cc(OCC(=O)NCc2cccnc2)c2c(C)c(Cc3ccccc3)c(=O)oc2c1 | -3 | -20 | -2.3 | 1 | -8 | -1 | 0.9 | 0.99 | 10
COc1ccc(Cl)cc1NC(=O)CCCN1C(=O)CCC1=O | 7 | -6 | 0.4 | 16 | -6 | -3 | 0.95 | 0.84 | 4
CCOC(=O)c1ccc(NC(=S)N(CCCN2CCCC2)Cc2cccs2)cc1 | -3 | -16 | -0.1 | -10 | -1 | -3 | 1 | 1.1 | -4
O=C(CCCC(=O)N(CC(=O)NC1CCCCC1)c1ccccc1F)Nc1ccccn1 | -3 | -19 | 0.2 | 3 | 14 | 1 | 1.1 | 0.97 | -10
COc1ccc(S(=O)(=O)N2CCN(CC(=O)NC3CCCC3)CC2)cc1 | -1 | -1 | -1.0 | -1 | -6 | 0 | 1 | 1 | -2
Cc1cc(C(=O)CN2C(=O)C(=O)N(CC(C)C)C2=O)c(C)n1-c1ccccc1F | 3 | -7 | -2.1 | 11 | -5 | -4 | 0.94 | 0.89 | 6
CC(C)C12CN3CC(C(C)C)(CN(C1)C3c1ccccc1)C2O (stereo not given) | -3 | -8 | -0.2 | 24 | -5 | -4 | 0.96 | 0.76 | 4
CCOC(=O)Cc1nnc(Nc2ccc(C)cc2C)c2ccccc12 | -1 | 3 | -0.5 | -4 | -10 | -2 | 1 | 1 | -1
O=C(OCC(=O)N1CCCCC1)c1c[nH]c(=O)[nH]c1=O | 1 | -8 | -0.6 | -3 | -1 | -2 | 0.96 | 1 | 4
Cc1ccc(C(=O)N/C(=C/c2ccc(F)cc2)C(=O)NCc2ccncc2)cc1 | 0 | -3 | 1.4 | -12 | -5 | -4 | 0.97 | 1.1 | 3
CCOC(=O)C1(Cc2ccccc2)CCCN(C(=O)c2cnn(CC)c2)C1 (stereo not given) | -4 | -8 | -2.5 | -2 | -8 | 0 | 0.95 | 1 | 5
The list goes on:
SMILES | APOBEC3A inh | ATG4B inh | MPTP inh | hIAP block | APOBEC3G inh | beta cell repl | mIAP act | hIAP act | mIAP inh
COc1ccc2[nH]c3c(c2c1)CCN1C(=O)C(CC(=O)NCCCN(C)C)C[C@H](C(=O)N(C(C)C)C(C)C)[C@@]31C (stereo not given in full) | 2 | -10 | -1.8 | . | 0 | . | 1.2 | . | -16
COc1ccc(CCN2CCCC(CN(C)Cc3cc(OC)ccc3OC)C2)cc1 (stereo not given) | -2 | 1 | 3.0 | -17 | -1 | -5 | 1.1 | 1.2 | -7
C=C(C)C(O)CC/C(C)=C/Cc1c(O)ccc(C(=O)/C=C/c2ccc(O)cc2)c1O (stereo not given) | 0 | 15 | 2.9 | 28 | -6 | -6 | 0.82 | 0.72 | 18
Cc1ccc(C(c2c(C)nn(-c3ccccc3)c2N)c2c(C)nn(-c3ccccc3)c2N)cc1 | -6 | -17 | 1.5 | 9 | -6 | 0 | 1.1 | 0.91 | -8
COc1ccc(C(C)C)cc1S(=O)(=O)Nc1ccc(Cl)cn1 | 0 | 0 | 0.5 | 6 | -2 | -2 | 1.1 | 0.94 | -12
COc1cccc(CNC(=O)CCNS(=O)(=O)c2ccc3c(c2)oc(=O)n3C)c1 | -4 | -5 | -1.6 | -2 | -8 | 1 | 0.92 | 1 | 8
COc1cccc(CNCc2ccc(C(=O)O)cc2)c1OC | 1 | 7 | -0.8 | 2 | 3 | -3 | 1.1 | 0.98 | -6
CCN1CCN(c2ccc(S(=O)(=O)N3CCCCC3)cc2NC(=O)COc2ccc(Cl)cc2)CC1 | 37 | -8 | -2.0 | 10 | 4 | -5 | 1 | 0.9 | -3
CCC(C)C(NC(N)=O)C(=O)Nc1ccc(C(=O)OC)cc1 (stereo not given) | -3 | 0 | 1.0 | -17 | -6 | -3 | 1.2 | 1.2 | -20
O=C(O)C(=O)/C(=C\c1ccccc1)c1ccc2ccccc2n1 | -3 | 1 | 1.1 | -1 | -4 | -2 | 0.95 | 1 | 5
COc1ccc(OCCC(=O)OCC(=O)NCc2ccco2)cc1 | 14 | -12 | 6.5 | -3 | 7 | -1 | 1 | 1 | -3
O=C(Nc1cccc(Cl)c1)c1ccccc1NC(=O)C1CCCCC1C(=O)O (stereo not given) | 2 | -3 | 0.5 | -1 | -3 | -2 | 0.96 | 1 | 4
NNC(=S)NC1CC2CC1C1C=CCC21 (stereo not given) | -4 | -7 | 1.7 | 0 | -11 | 1 | 0.94 | 0.99 | 6
CCN(CC)S(=O)(=O)c1ccc(NS(=O)(=O)c2ccc(OC)c([N+](=O)[O-])c2)cc1 | 2 | -6 | 1.5 | -1 | 2 | -1 | 1 | 1 | -2
O=C(COc1ccc(F)cc1)Nc1ccccc1N1CCOCC1 | 0 | 5 | -2.1 | 6 | -11 | 2 | 1 | 0.94 | -1
COc1ccc(C(=O)C/C(=C\C(=O)c2ccc(C)cc2)c2ccccc2)cc1 | 1 | 9 | -0.6 | 11 | -1 | -5 | 1 | 0.89 | -1
O=S1(=O)N=C(Nc2ccc(N3CCOCC3)cc2)c2ccccc21 | 3 | 8 | -1.9 | 7 | -4 | 1 | 0.9 | 0.93 | 10
CCN(CC)C(=S)NC(=O)c1ccc(Cl)cc1Cl | -4 | 2 | -0.8 | 8 | -3 | 1 | 1 | 0.92 | -2
COCCCNC(=O)Cn1c(=O)oc2cc(S(=O)(=O)N3CC(C)CC(C)C3)ccc21 (stereo not given) | -7 | -1 | 0.6 | -28 | -5 | -1 | 1 | 1.3 | -4
CN(C)C1=NCCN1CCCC1CCCC1 | -1 | -5 | -0.2 | 16 | -8 | -2 | 0.98 | 0.84 | 2
CCOc1cccc(NC(=O)c2ccc(S(=O)(=O)N(C)C)cc2)c1 | 0 | -13 | -1.3 | 8 | 6 | -1 | 0.95 | 0.92 | 5
COc1ccc(Nc2nc(-c3ccccc3)c(C(=O)Nc3cccnc3)s2)cc1 | -6 | -8 | 1.8 | 4 | -6 | 0 | 1.1 | 0.95 | -6
CCS(=O)(=O)c1ccc(C(=O)Nc2ccccc2)c(Cl)c1Cl | -6 | -6 | 1.6 | -3 | -6 | 0 | 1.1 | 1 | -9
O=C1CC(c2ccccc2)Sc2ccccc2N1 (stereo not given) | -2 | -4 | 1.2 | -12 | -9 | -2 | 0.98 | 1.1 | 2
Cc1cccc(NC(=O)c2cccc(S(=O)(=O)NCc3ccccc3)c2)n1 | 5 | -6 | -0.9 | -4 | 10 | 2 | 1.1 | 1 | -6

3 records drawn at random from those above, as already listed:
SMILES | APOBEC3A inh | ATG4B inh | MPTP inh | hIAP block | APOBEC3G inh | beta cell repl | mIAP act | hIAP act | mIAP inh
COc1ccc(S(=O)(=O)N2CCN(CC(=O)NC3CCCC3)CC2)cc1 | -1 | -1 | -1.0 | -1 | -6 | 0 | 1 | 1 | -2
Cc1cc(OCC(=O)NCc2cccnc2)c2c(C)c(Cc3ccccc3)c(=O)oc2c1 | -3 | -20 | -2.3 | 1 | -8 | -1 | 0.9 | 0.99 | 10
CCS(=O)(=O)c1ccc(C(=O)Nc2ccccc2)c(Cl)c1Cl | -6 | -6 | 1.6 | -3 | -6 | 0 | 1.1 | 1 | -9

The list continues:
SMILES | APOBEC3A inh | ATG4B inh | MPTP inh | hIAP block | APOBEC3G inh | beta cell repl | mIAP act | hIAP act | mIAP inh
COc1ccc(C2C(C(=O)Nc3ccccc3OC)=C(C)Nc3nnnn32)c(OC)c1 (stereo not given) | -2 | -7 | -7.6 | -9 | -4 | -4 | 0.97 | 1.1 | 3
COCCNc1nnc(SCC(=O)N(C)c2c(N)n(Cc3ccccc3)c(=O)[nH]c2=O)s1 | 0 | 6 | -1.2 | -6 | -6 | 3 | 0.98 | 1.1 | 2
OCCC1CN(Cc2cccn2-c2ncccn2)CCN1C1CCCC1 (stereo not given) | -1 | -9 | 1.3 | -8 | -4 | 0 | 0.99 | 1.1 | 1
Cc1ccc(-c2noc(-c3ccccc3C(=O)N3CCOCC3)n2)cc1 | 9 | -4 | -2.6 | 9 | 2 | -2 | 0.99 | 0.91 | 1
Cc1ccccc1Cn1nc(C)c(NC(=O)/C=C/c2cnn(C)c2C)c1C | -4 | -2 | -1.0 | -9 | -10 | -1 | 0.89 | 1.1 | 11
CCOc1cc(/C=N/NC(=O)COc2ccc(C)cc2)ccc1OC(=O)c1cccs1 | 2 | -16 | 2.9 | -7 | -2 | -4 | 0.97 | 1.1 | 3
O=C(CN1CCC(NC(=O)c2cccc(F)c2)CC1)NCc1ccccc1F | -2 | -7 | 1.1 | 0 | -4 | -1 | 0.94 | 1 | 6
O=C(/C=C/c1ccc(OC(F)F)cc1)OCC(=O)N1CCc2ccccc21 | 33 | 2 | -1.2 | 21 | -2 | -1 | 0.95 | 0.79 | 5
CCC(Oc1ccccc1)C(=O)NC1CCSC1=O (stereo not given) | 2 | -4 | -3.8 | -13 | -2 | -2 | 1 | 1.1 | -4
CCN(C(=O)CSc1ncnc2sccc12)c1c(N)n(Cc2ccccc2)c(=O)[nH]c1=O | 0 | -8 | -2.7 | -2 | -2 | -2 | 1 | 1 | -2
COc1cccc(NC(=O)CCS(=O)(=O)c2ccc(Br)cc2)c1 | 2 | -7 | 0.3 | -13 | -2 | -5 | 1 | 1.1 | -2

Screening results: PubChem BioAssay, Sanford-Burnham Center for Chemical Genomics
